# Bioassay records (PubChem)
# EPAC1 ag – EPAC1 (human) agonism; Potency, µM (highest dose often 154 µM), without a hit: at the highest dose activation, hits mostly activators; EPAC1 agonist qHTS, biochemical assay; response scale: 100% = response to 6.5 mM cAMP; O95398; 360,000 compounds, 0.073% hits; note: potency is the fitted concentration of half-maximal effect; nearly all actives have a fitted effect of over 60% in size
#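 Fluorescent GDP-exchange assay: 100 nM EPAC1 with 250 nM Rap1B preloaded with BODIPY-GDP and 50 uM GDP; compounds tested as concentration series, 5 min at room temperature, then read every 5 min for 30 min (ex 480/em 540 nm); normalized to 6.5 mM cAMP.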
# IL-2 act – activates IL-2 in a cell-based reporter assay | IL-2 activation reporter assay, cell-based qHTS; stimulated with anti-CD3/CD4/CD28 beads; in transgenic mouse T cells | AID 652025 | activation, % (series mostly up to about 46 µM) | 360,000 compounds, 0.065% hits; in the data active = activation above about 50%; inconclusive = mostly about 30% to 49%; note: 0% is about no effect
#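 Screening format: compound pinned onto unstimulated transgenic mouse T cells, 60 min incubation, then anti-CD3/anti-CD4/anti-CD28 bead stimulation for 18 hours at 37 degrees C, followed by EGFP and DsRed detection.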
# PI5P4Ka inh – PI5P4K alpha (human) kinase inhibition | P48426 | PI5P4Kalpha enzyme, ADP-Glo luminescence, 60 min; hits give low values | max response, % | 330,000 compounds, 1.2% hits; active = max response of -50% or lower; inconclusive = between -30% and -50%; inactive = -30% or higher; note: value at the top dose of about 77 µM; % is set by controls: 0 for no effect and ±100 for the full control effect
# Target sequence (P48426 whole entry, looked up): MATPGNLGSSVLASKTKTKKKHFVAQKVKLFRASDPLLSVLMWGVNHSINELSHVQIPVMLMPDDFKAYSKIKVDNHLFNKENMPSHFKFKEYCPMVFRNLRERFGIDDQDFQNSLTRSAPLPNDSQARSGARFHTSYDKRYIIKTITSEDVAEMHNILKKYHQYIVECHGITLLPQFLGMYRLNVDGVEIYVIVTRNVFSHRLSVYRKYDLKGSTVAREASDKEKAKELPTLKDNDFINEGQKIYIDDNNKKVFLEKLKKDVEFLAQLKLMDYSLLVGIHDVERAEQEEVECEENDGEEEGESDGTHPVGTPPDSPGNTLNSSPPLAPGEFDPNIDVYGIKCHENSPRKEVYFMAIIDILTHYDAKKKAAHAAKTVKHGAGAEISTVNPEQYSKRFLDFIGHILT
#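 qHTS, 1536-well: enzyme/substrate mix, compound by pin tool, 5 microM ATP final; RT 60 min; ADP-Glo reagents 1 (45 min) then 2 (30 min); luminescence.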
# Abeta rescue – compounds reversing amyloid beta toxicity in yeast; 410,000 compounds, 0.063% hits; Potency, µM (top dose mostly 46.1 µM), for the others: top-dose growth rescue, most hits filed as activators; yeast expressing A-beta42, growth rescue, OD600, 48 h; response scale: 0% DMSO, 100% iron-clioquinol control; note: potency is the fitted concentration of half-maximal effect; nearly all actives have a fitted effect of over 55% in size
#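 Yeast A-beta toxicity model in growth medium with pinned compounds, 48 h at 30 C; growth read as absorbance at 600 nm. Normalized to FeCl3/clioquinol equimolar mix (positive) and DMSO (negative).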
# FUS suppressor – FUS proteinopathy suppression in yeast. S. cerevisiae FUS-expressing, growth rescue, OD600, 24 h. Potency, µM (titrated, usually from 76.6 µM), for the others: at the highest dose growth rescue (activation), actives largely listed as activators. 390,000 compounds, 0.24% hits;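 note: potency is the fitted concentration of half-maximal effect; plate controls were DMSO vehicle for no effect and reference control for full effect; nearly all actives have a fitted effect of over 55% in size; some results filed as inactive show a strong effect at the top dose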
#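 Compound concentration series was pinned onto galactose-induced FUS-expressing yeast seeded at OD 0.005. Plates sat 24hr at 30C; absorbance at 600 nm gave growth. DMSO served as background control.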
# aSyn rescue – alpha-synuclein toxicity inhibition in yeast. AID 652106. 370,000 compounds, 0.14% hits. Potency, µM (doses to about 46.1 µM), inactives show at the top dose growth rescue (activation), actives largely listed as activators. Yeast expressing alpha-synuclein, growth rescue, BacTiter-Glo, 24 h; note: potency is the fitted concentration of half-maximal effect; % of control where 0% means no effect; nearly all actives have a fitted effect of over 65% in size
#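 Screening used galactose-induced yeast with toxic alpha-synuclein levels, exposed to compound for 24 hr at 30 deg C. Cell growth, read with BacTiter-Glo luminescence, gave the measured signal.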
# WRN helicase inh – blocks human WRN helicase | Q14191 | WRN helicase unwinding, fluorescent forked duplex, kinetic | Potency, µM (highest dose often 114 µM), for inactives: at the highest dose activity change, negative = inhibition, most hits filed as inhibitors | 360,000 compounds, 0.46% hits | AID 651768; note: potency is the fitted concentration of half-maximal effect; % is set by controls: 0 for no effect and ±100 for the full control effect; nearly all actives have a fitted effect of over 55% in size
#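 Enzyme (20 nM final) and test compound sit together 15 min at room temperature before substrate addition. Substrate is a single-forked duplex oligonucleotide (100 nM) labelled with fluorophore and quencher, with 2 mM ATP; helicase unwinding raises red fluorescence, read kinetically.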
# EPAC1 antagonist – blocks human EPAC1 exchange factor; Potency, µM (doses to about 115 µM), for inactives: top-dose activity change, negative = inhibition, most hits filed as inhibitors; O95398; EPAC1 GEF assay, Rap1b-BODIPY-GDP exchange fluorescence; 360,000 compounds, 0.14% hits;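 note: potency is the fitted concentration of half-maximal effect; plate controls were vehicle for no effect and positive control for full effect; nearly all actives have a fitted effect of over 50% in size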
# PLK1 PBD inh – blocks phosphopeptide binding to human PLK1 polo-box domain; P53350; Plk1 PBD binding of FITC phosphopeptide, fluorescence polarization; Potency, µM, for the others: max response, negative = inhibition, most hits filed as inhibitors; 360,000 compounds, 2.8% hits; AID 720504; note: potency is the fitted concentration of half-maximal effect; series mostly up to about 57 µM; % is set by controls: 0 for no effect and ±100 for the full control effect; nearly all actives have a fitted effect of over 65% in size
# Active calls of the source: *; ? = inconclusive; . = no result given; [ ] = another dose, or the depositor's remark. Unless noted, calls come from the whole dose curve; as a rule, active = well fitted curve in the direction sought with a large enough effect; inconclusive = small, poorly fitted or top-dose-only effect, or another doubt; inactive = no such curve, though single readings can be large; an effect the other way counts as inactive or inconclusive.
No.	molecule	EPAC1 ag	PI5P4Ka inh	EPAC1 antagonist	PLK1 PBD inh	Abeta rescue
1	Cn1c(CCc2ccccc2)n[nH]c1=S	-4%	0	?	-8%	-8%
2	CCOc1ccc(Nc2nc(C)cc(C)c2C#N)cc1	5%	.	0%	?	5%
3	Cc1csc(NC(=O)CN2C(=O)COc3ccc(Cl)cc32)n1	-6%	0	5%	-5%	2%
4	Cc1ccc(NC2CC(=O)N(CCc3ccccc3)C2=O)cc1 (configuration not stated)	5%	.	-3%	-6%	-4%
5	CSCCC(NC(=O)c1ccco1)C(=O)N1CCN(c2ccccc2O)CC1 (configuration not stated)	3%	-2	-7%	-10%	-3%
6	CC1(C)C(=O)CC[C@]2(C)C3C(=O)C=C4[C@H]5C[C@@](C)(C(=O)O)CC[C@]5(C)CC[C@]4(C)[C@]3(C)CC[C@@H]12 (some centres not stated)	-3%	-5	15%	-11%	3%
7	NC(=O)COC(=O)C12CC3CC(CC(O)(C3)C1)C2	4%	-2	-23%	?	-11%
8	CCC(=O)Nc1nc2ccc(NC(=O)COc3ccccc3)cc2s1	-8%	-3	-1%	2%	2%
9	CCCCN(CCCC)CCNC(=O)CNC(=O)c1cccs1	0%	.	0%	-11%	11%
10	CCc1c(O)nc(SCC(=O)Nc2ccc(Cl)cc2)n(-c2ccccc2)c1=O	13%	-1	-4%	-9%	3%

No.	IL-2 act	WRN helicase inh	aSyn rescue	FUS suppressor
1	0.9	14%	-6%	9%
2	4.2	0%	-21%	-8%
3	1.5	-3%	-4%	8%
4	-1.7	5%	11%	33%
5	0.9	-1%	2%	-5%
6	-0.2	18%	-1%	-7%
7	-0.9	3%	-4%	-1%
8	-3.3	2%	2%	2%
9	-0.6	-1%	1%	7%
10	-0.1	-1%	1%	?

# (cont.)
No.	molecule	EPAC1 ag	PI5P4Ka inh	EPAC1 antagonist	PLK1 PBD inh	Abeta rescue
11	CCN(CC)S(=O)(=O)c1ccc(C(=O)NCCSc2c[nH]c3ccccc23)cc1	3%	8	-17%	4%	6%
12	O=C(Cc1ccc(Cl)cc1)NNC(=O)C(=O)NC1CCCCC1	2%	3	10%	0%	5%
13	Cc1c(N=C2SC(CC(=O)Nc3ccccc3)C(=O)N2CCN2CCOCC2)c(=O)n(-c2ccccc2)n1C (configuration not stated)	-3%	8	-18%	-2%	-4%
14	Cc1ccc(-n2cc(-c3ccccc3)c3c(NN4CCOCC4)ncnc32)cc1	-3%	-11	3%	-5%	12%
15	Cc1ccccc1Oc1ccc2c(c1)[C@@H]1C[C@H](N(C)C(=O)c3ccco3)[C@H]([C@H](C)O)C(=O)N1CC2	-2%	-4	5%	-4%	0%
16	c1ccc2cc(C3CCCCC3)ncc2c1	8%	5	-4%	-9%	0%
17	O=C(O)CCCC(=O)Nc1ccccc1Oc1ccccc1	2%	-2	15%	3%	3%
18	Cc1ccc(SCCC(=O)N/N=C/c2cccnc2)cc1	9%	-3	4%	-11%	13%
19	O=c1cc(-c2ccccc2Cl)c2c([nH]1)CCC2	0%	-27	7%	-21%	-10%
20	COc1ccc(COc2ccccc2C(=O)NCc2ccccc2)cc1F	18%	9	-8%	-2%	0%

No.	IL-2 act	WRN helicase inh	aSyn rescue	FUS suppressor
11	-2.1	-6%	1%	23%
12	1.2	-2%	5%	-6%
13	0.4	2%[57.1 µM]	6%	15%
14	4.2	10%	-3%	25%
15	-3.2	-3%	3%	42%
16	0.9	-29%	-1%	-27%
17	3.6	6%	2%	-10%
18	0.5	-2%	-9%	-36%
19	-1.3	-8%	-3%	-5%
20	-3.4	-20%[57.1 µM]	?	0%

# Next entries
No.	molecule	EPAC1 ag	PI5P4Ka inh	EPAC1 antagonist	PLK1 PBD inh	Abeta rescue
21	CC(=O)Nc1cccc(C(=O)Nc2ccc(S(=O)(=O)NC3=NCCCCC3)cc2)c1	5%	1	-3%	-10%	-6%
22	O=C1c2ccccc2C(=O)N1CCSc1ccccc1	11%	4	0%	27µM*	12%
23	COc1nc(-c2ccccc2)ccc1-c1noc(C)n1	13%	.	-21%	-8%	-34%[inhibitor]
24	COc1ccc(-c2cnnn2-c2ccc(N)cc2)cc1OC	4%	.	4%	-5%	6%
25	COc1ccc(OCc2nnc(SC3CCOC3=O)n2-c2ccccc2)cc1 (configuration not stated)	-1%	.	-5%	-2%	-6%
26	ClCc1nnc(-c2cc3c(s2)CCCC3)o1	-2%	2	-3%	-14%	12%
27	Cc1nc(-c2ccccc2)sc1C(=O)/C=C/c1ccccc1	-2%	17	1%	-16%	10%
28	Cn1c(COc2cccc3cccnc23)nnc1SCC(=O)O	-1%	-7	-1%	27µM*	-12%
29	COC(=O)c1ccc(-n2ccnc2)cc1	0%	1	8%	-4%	-5%
30	Cc1ccc(S(=O)(=O)N(C)C)cc1NC(=O)COC(=O)C1CC(=O)N(c2ccc3c(c2)OCCO3)C1 (configuration not stated)	-3%	-5	0%	-8%	7%

No.	IL-2 act	WRN helicase inh	aSyn rescue	FUS suppressor
21	0.2	-1%	6%	6%
22	-0.7	3%	18%	3%
23	3.8	-5%	0%	23%
24	3.4	-5%	-2%	29%
25	0.1	-9%	-7%	9%
26	-2.7	-19%	7%	6%
27	-4.2	-33%	24%	.
28	-0.8	4%	0%	3%
29	4.4	0%	-3%	6%
30	-1.4	-3%	0%	0%

# Entries above that bear a hit mark in PLK1 PBD inh.
no. | canonical_smiles | PI5P4Ka inh | EPAC1 antagonist | PLK1 PBD inh | IL-2 act | WRN helicase inh
22 | O=C1c2ccccc2C(=O)N1CCSc1ccccc1 | 4 | 0% | 27µM* | -0.7 | 3%
28 | Cn1c(COc2cccc3cccnc23)nnc1SCC(=O)O | -7 | -1% | 27µM* | -0.8 | 4%

# Going on with the list:
No.	molecule	EPAC1 ag	PI5P4Ka inh	EPAC1 antagonist	PLK1 PBD inh	Abeta rescue
31	COc1cc2ccccc2cc1C(=O)NCc1ccncc1	9%	2	17%	-15%	-10%
32	Cc1n[nH]c(=S)n1/N=C/c1ccccc1OCc1ccc(Cl)cc1	9%	-18	-2%	-14%	-10%
33	CC[C@]12c3[nH]c4ccccc4c3CCN1C(=O)C(CC(=O)NCCCn1ccnc1)C[C@@H]2C(=O)N1CCN(C(=O)c2ccco2)CC1 (some centres not stated)	-1%	-3	-3%	-16%	-15%
34	Cc1cc(=O)[nH]c(SCC(=O)NC2CCCc3ccccc32)n1 (configuration not stated)	-7%	-1	11%	-1%	-9%
35	CCCCCOc1ccc(NC(=O)C2OC3OC(C)(C)OC3C3OC(C)(C)OC23)cc1 (configuration not stated)	12%	4	2%	-5%	5%
36	CSC(=NNC(=O)c1ccccc1O)SC	-3%	11	-1%	-8%	3%
37	COc1cc(/C=N/n2c(COc3ccccc3)n[nH]c2=S)cc(Br)c1O	1%	-24	-7%	-24%	-10%
38	Cc1n[nH]c(=O)nc1NCc1ccccc1Cl	11%	5	?	?	10%

No.	IL-2 act	WRN helicase inh	aSyn rescue	FUS suppressor
31	-4.5	7%	-3%	-13%
32	-0.1	13%	1%	17%
33	0.0	-1%	-3%	-4%
34	0.3	-2%	-5%	-3%
35	0.5	-22%[57.1 µM]	2%	-13%
36	-2.2	-33%	-44%[inhibitor]	.
37	-4.5	-19%	-2%	27%
38	-0.3	3%	0%	-5%

# Fetched by compound from the entries so far:
No.	molecule	EPAC1 ag	PI5P4Ka inh	EPAC1 antagonist	PLK1 PBD inh	Abeta rescue
37	COc1cc(/C=N/n2c(COc3ccccc3)n[nH]c2=S)cc(Br)c1O	1%	-24	-7%	-24%	-10%
34	Cc1cc(=O)[nH]c(SCC(=O)NC2CCCc3ccccc32)n1 (configuration not stated)	-7%	-1	11%	-1%	-9%
35	CCCCCOc1ccc(NC(=O)C2OC3OC(C)(C)OC3C3OC(C)(C)OC23)cc1 (configuration not stated)	12%	4	2%	-5%	5%
31	COc1cc2ccccc2cc1C(=O)NCc1ccncc1	9%	2	17%	-15%	-10%

No.	IL-2 act	WRN helicase inh	aSyn rescue	FUS suppressor
37	-4.5	-19%	-2%	27%
34	0.3	-2%	-5%	-3%
35	0.5	-22%[57.1 µM]	2%	-13%
31	-4.5	7%	-3%	-13%
